High-throughput results as filed in PubChem BioAssay.
SR-BI DiI-HDL act – enhances SR-BI lipid uptake from DiI-HDL; AID 504775; actives 0.096% (n = 320,000); activation, % at 12.5 µM; CHO ldlA[mSR-BI] cells, DiI-HDL uptake fluorescence, 3 h; 100 = double the neutral-control signal;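 active means mean replicate activation of at least 60% and every replicate at or above 60%; inconclusive means mean or all-replicate condition met, but not both; inactive means mean below 60% and not all replicates reaching 60%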;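 further: 0% = median plate neutral-control signal and 100% = twice that signal; values of inactives mirror those of a sister screen read the other way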
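Material: SR-BI-overexpressing, LDLR-lacking CHO cells; schedule: compound exposure 3 h, 37 °C; reagent: DiI-labelled HDL at 10 µg/mL final; technique: bottom-read fluorescence, 550/595 nm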
PvdQ inh – blocks Pseudomonas aeruginosa PvdQ acylase activity. actives 0.063% (n = 340,000). purified PvdQ acylase, fluorescence plate reader. inhibition, % at 10 µM; in the data active means inhibition above about 30%, passing the limit was not always enough; inconclusive means no clear call, values can overlap the other calls;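 further: 0% = vehicle neutral wells and 100% = reference inhibitor wells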
MITF act – activators of MITF-driven TRPM1 promoter activity in SK-MEL-5 cells; SK-MEL-5 TRPM1-promoter luciferase, 24 h; % of positive control, neutral wells = 0; activation, % at 12.5 µM; actives 0.75% (n = 300,000); AID 588334;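 active means mean activation of at least 80% with every replicate also reaching 80%; inconclusive means mean reaches 80% but some replicate falls short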;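 further: 0% = neutral control wells and 100% = parthenolide positive control wells; values of inactives mirror those of a sister screen read the other way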
Rtt109 HAT inh – inhibitors of Candida albicans Rtt109/Vps75 histone acetyltransferase; actives 0.16% (n = 330,000); inhibition, % at 34.9 µM; AID 540336; purified Rtt109/Vps75, ThioGlo CoA-SH fluorescence, 4 h; Q5AAJ8;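 active means inhibition of at least 50% in every replicate; inconclusive means best replicate reaches 50% inhibition but some replicates fall short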
Target sequence (Q5AAJ8 whole entry, looked up): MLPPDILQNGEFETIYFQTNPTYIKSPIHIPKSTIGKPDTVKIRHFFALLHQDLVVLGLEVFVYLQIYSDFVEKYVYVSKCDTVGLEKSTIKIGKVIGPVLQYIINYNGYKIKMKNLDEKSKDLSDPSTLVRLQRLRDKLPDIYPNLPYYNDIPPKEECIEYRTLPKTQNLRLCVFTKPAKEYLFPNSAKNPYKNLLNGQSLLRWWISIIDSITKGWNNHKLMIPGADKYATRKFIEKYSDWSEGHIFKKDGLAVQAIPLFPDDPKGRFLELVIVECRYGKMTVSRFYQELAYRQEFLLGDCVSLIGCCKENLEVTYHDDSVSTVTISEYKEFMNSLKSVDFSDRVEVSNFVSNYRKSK
HTR5A ag – counter-screen for OPRM1-OPRD1 agonists: human HTR5A agonism. AID 504692. P47898. HTR5A agonist assay, luminescence, cell-based. actives 0.61% (n = 340,000). activation, % at 9.3 µM; in the data active means activation mostly above about 9.5%, no sharp cut-off; inactive means mostly below about 7.6%;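 further: 0% = cells with vehicle only and 100% = reference agonist; strong numbers were not always called active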
RTF Ca sens act – increases calcium sensitivity of human cardiac regulated thin filaments. P19429+P45379. IANBD-labeled TnC RTF fluorescence at EC20 calcium; 0% EC20 calcium, 100% full calcium. activation, % at 7.2 µM. actives 0.24% (n = 340,000);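 active means activation above the mean over all tested compounds plus 3 SD, cut at about 30% in these data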;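 further: rise in fluorescence read as greater calcium sensitivity of cardiac thin filaments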
CDK5 p35 inh – inhibitors of human CDK5/p35 kinase; Q00535+Q15078; Recombinant CDK5/p35, ADP-Glo luminescence, 60 min; inhibition, % at 10 µM; actives 0.01% (n = 330,000);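 active means highest replicate inhibition of at least 50% and at least 75% of replicates reaching 50%; inconclusive means only one of the two criteria met; inactive means both criteria failed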;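 further: plate controls were DMSO neutral control for no effect and GW8510 at 10 µM for full effect; many of its hits are not listed in these tables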
Wnt bcat act – activates Wnt/beta-catenin signaling in a reporter cell assay; activator, plate reader; activation, % at 9.35 µM; actives 1.2% (n = 300,000); AID 743398; in the data active means activation above about 30%, passing the limit was not always enough; inconclusive means no clear call, values can overlap the other calls;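 further: 0% = neutral control wells and 100% = positive control wells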
SR-BI DiI inh – inhibitors of mouse SR-BI mediated HDL lipid uptake; ldlA[mSR-BI] CHO cells, DiI-HDL uptake fluorescence, 3 h; inhibition, % at 12.5 µM; actives 0.96% (n = 320,000); AID 488896;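 active means mean replicate inhibition of at least 70% and a set share of replicates each scoring 70 or more; inconclusive means meets just one of the two criteria; inactive means fails both criteria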;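 further: 0% = median of neutral control wells and 100% = median of positive control wells; values of inactives mirror those of a sister screen read the other way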
Target sequence (Q61009 whole entry, looked up): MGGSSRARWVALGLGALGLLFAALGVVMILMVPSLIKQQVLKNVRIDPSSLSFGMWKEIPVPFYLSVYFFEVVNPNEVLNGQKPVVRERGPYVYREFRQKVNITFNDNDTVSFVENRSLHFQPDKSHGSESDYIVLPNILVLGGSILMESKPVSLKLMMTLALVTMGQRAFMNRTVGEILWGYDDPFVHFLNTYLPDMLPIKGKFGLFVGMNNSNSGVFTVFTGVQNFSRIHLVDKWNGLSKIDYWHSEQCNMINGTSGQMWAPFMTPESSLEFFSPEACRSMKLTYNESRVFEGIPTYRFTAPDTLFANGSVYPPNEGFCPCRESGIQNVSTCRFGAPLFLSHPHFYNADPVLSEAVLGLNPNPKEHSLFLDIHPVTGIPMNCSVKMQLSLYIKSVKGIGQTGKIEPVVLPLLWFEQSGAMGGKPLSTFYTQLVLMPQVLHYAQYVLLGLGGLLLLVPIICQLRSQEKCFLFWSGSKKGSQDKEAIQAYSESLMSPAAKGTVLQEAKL
dFosB act – activators of mouse delta FosB homodimer; P13346; purified delta FosB, TAMRA-CDK5 oligo fluorescence polarization; percent of positive-control signal above neutral wells; activation, % at 25 µM; actives 0.99% (n = 340,000);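 active means mean activation above about 17%, with every replicate also reaching it, limit read from the data, passing the limit was not always enough; inconclusive means only one of the two conditions met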;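 further: fluorescence polarization rise as delta FosB binds a TAMRA Cdk5 AP-1 oligo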
Starred values were filed as active, the others as inactive; ? = inconclusive; . = no result given. Outcome played no part in choosing rows, and some 4.4% of all compounds hit somewhere here.

SMILES	SR-BI DiI-HDL act	PvdQ inh	MITF act	Rtt109 HAT inh	HTR5A ag	RTF Ca sens act	CDK5 p35 inh	Wnt bcat act	SR-BI DiI inh	dFosB act
C/C(=N\NC(=O)c1c(C)nc2ccccn12)c1ccc(C(C)(C)C)cc1	-9	-7	12	4	1	2	1.0	2	9	-5
CCn1c(Cc2ccc(OC)cc2)nc2ccccc21	-10	5	3	9	1	0	-0.3	-3	10	-6
COc1ccc(OC)c(CN2CCC(CO)(CCOc3ccccc3)CC2)c1	26	4	4	3	1	0	-0.1	-3	-26	-7
CN(C)c1nc2n(c(=O)n1)C(C#N)CS2 (stereo not drawn)	5	5	0	15	6	2	-0.9	.	-5	-4
CCOC(=O)c1c(C)[nH]c2cc(Br)c(OC)cc12	-15	-13	24	-1	1	-3	-0.3	.	15	18*
Brc1ccc(-c2nnc3n2CCCCC3)cc1	21	-10	-5	4	3	5	-0.6	-2	-21	0
O=C(NCCc1cccc(Cl)c1)c1ccc(OC2CCN(Cc3ccccn3)CC2)cc1	-52	12	-46	-2	4	0	-0.5	5	52	-5
COc1ccc(NC(=O)CS(=O)(=O)Cc2ccccc2)c([N+](=O)[O-])c1	12	2	14	-9	4	-3	-2.4	2	-12	2
CCN(CC)c1ccc(NC(=O)CCCCCN2C(=O)c3ccccc3C2=O)cc1	-14	-8	.	-3	5	4	0.3	.	14	-2
CCn1ccc(C(=O)N2CCN(c3ncccn3)CC2)n1	7	-10	3	-7	2	-1	0.4	-2	-7	-5
COc1ccccc1C1=NOC(Cn2c(NCC3CCCO3)nc3c2c(=O)n(C)c(=O)n3C)C1 (stereo not drawn)	-14	-5	.	-3	-3	-2	-1.9	0	14	-2
CC1CC(C)CN(C(=O)COC(=O)c2cccc(S(=O)(=O)N(C)c3ccccc3)c2)C1 (stereo not drawn)	9	-8	-27	15	0	-6	0.4	-1	-9	-4
O=C(O)C1=C[C@@H](c2ccccc2)C[C@@H](OCCCCO)O1	1	-9	4	-7	-1	6	1.3	0	-1	-7
Cc1ccc2nc(SCc3nc4cc(Cl)ccc4c(=O)[nH]3)[nH]c2c1	-1	3	-14	4	0	3	-1.3	0	1	-6
COc1ccccc1CNC(=O)CSc1nc(-c2ccccc2)cn1N	-5	4	1	-1	-2	-7	-3.5	2	5	-2
CC(=O)Nc1ccc(S(=O)(=O)NCCC(=O)Nc2ccc(C)cn2)cc1	15	-12	-2	-10	0	8	-1.2	-3	-15	-5
CCCCOc1cccc(C(=O)Nc2ccccc2N2CCCC2)c1	-29	-4	-5	1	4	-1	0.2	-3	29	-11
COC(=O)c1sccc1S(=O)(=O)NCc1ccc(S(N)(=O)=O)cc1	10	-2	4	-8	5	-2	1.5	-2	-10	-1
Cc1cccc(OC(C)C(=O)NCc2ccc(S(N)(=O)=O)cc2)c1 (stereo not drawn)	22	9	3	10	0	6	-0.4	-1	-22	2
Cc1ccc(NC(=O)CSc2ccc(C(N)=O)cc2[N+](=O)[O-])cc1C	-11	-16	-4	-5	-4	7	-0.1	-1	11	-5
CCOc1cccc(-c2nn3c(-c4ccccn4)nnc3s2)c1	0	11	23	-2	-6	-4	2.1	.	0	-41
O=C(C1=C(O)C(=O)N(Cc2ccco2)C1c1cccc([N+](=O)[O-])c1)c1ccco1 (stereo not drawn)	7	7	-7	20	-3	-1	-0.3	-1	-7	-7
CC(=O)c1ccc(N(CC(=O)NC2CCCCC2)C(=O)CNC(=O)c2ccco2)cc1	-2	7	-2	16	6	3	-0.7	-1	2	-11
Cc1ccc(S(=O)(=O)n2ccnc2)cc1C	15	6	-2	-5	2	-5	-0.1	-2	-9	2
O=C(OCCN1CCOCC1)c1ccc2c(c1)OCCO2	20	6	49	-11	-1	-5	2.5	2	-20	-3
Nc1cccc2c1C(=O)c1ccc(Cl)cc1C2=O	-36	-7	12	4	-2	-4	-1.6	?	36	1
COc1cc(C(=O)Oc2cccc(C=O)c2)cc(OC)c1OC	-12	-6	2	11	2	-3	1.9	.	12	-8
Cc1ccccc1-c1cc(C(=O)NCc2ccc(OC(F)(F)F)cc2)n(CC2CC(c3cccnc3)=NO2)n1 (stereo not drawn)	20	12	-3	1	0	-8	1.1	-6	-20	-5
Cn1c(SCC(=O)NC2CCCCC2)nnc1-c1ccc(N)cc1	26	-14	-8	-7	-1	-1	-0.5	-3	-26	-5
Cc1ccc(C)c(S(=O)(=O)N(C)c2ccc(OC(=O)C3CCN(C(=O)c4ccc(F)cc4)CC3)cc2)c1	-12	11	1	9	-4	-5	-0.2	-1	12	-8

Looked up by compound from the entries so far:
SMILES	SR-BI DiI-HDL act	PvdQ inh	MITF act	Rtt109 HAT inh	HTR5A ag	RTF Ca sens act	CDK5 p35 inh	Wnt bcat act	SR-BI DiI inh	dFosB act
COc1cc(C(=O)Oc2cccc(C=O)c2)cc(OC)c1OC	-12	-6	2	11	2	-3	1.9	.	12	-8
Cc1ccccc1-c1cc(C(=O)NCc2ccc(OC(F)(F)F)cc2)n(CC2CC(c3cccnc3)=NO2)n1 (stereo not drawn)	20	12	-3	1	0	-8	1.1	-6	-20	-5

(list continues)
SMILES	SR-BI DiI-HDL act	PvdQ inh	MITF act	Rtt109 HAT inh	HTR5A ag	RTF Ca sens act	CDK5 p35 inh	Wnt bcat act	SR-BI DiI inh	dFosB act
COC(=O)c1ccccc1NC(=O)CN(Cc1ccc(Cl)cc1)S(C)(=O)=O	17	-8	2	0	3	6	0.2	-4	-17	-8
Cc1cc(C)c(NC(=O)CSc2nc3ccc(N4C(=O)c5ccccc5C4=O)cc3s2)c(C)c1	-74	-16	-2	-4	0	3	1.6	-1	74*	5
O=C(CSc1ccccc1C(=O)O)c1ccc(Cl)cc1	25	-2	10	-3	3	-3	-3.0	12	-25	2
CCCn1c(N)c(N(CCOC)C(=O)CSCC(=O)Nc2ccc(OC)cc2)c(=O)[nH]c1=O	18	1	14	-5	-5	3	-0.6	2	-18	1
CC1(C)Cc2cccc(OCC(=O)Nc3cc(C(F)(F)F)ccc3N3CCOCC3)c2O1	-23	-9	-1	-9	4	-1	1.3	-7	23	-1
CC(C)Oc1cccc(C(=O)C2CCCN(C(=O)c3cc(C4CC4)[nH]n3)C2)c1 (stereo not drawn)	20	-27	-5	-1	3	5	-8.8	-2	-20	-3
COc1ccc(C(C)=O)cc1COC(=O)c1ccc(S(=O)(=O)N2CCOCC2)cc1	-6	-4	10	-12	-1	-2	0.1	.	6	-12
CCNc1nc(NCC)n2c(SCC(=O)Nc3ccccc3OC(F)F)nnc2n1	-14	-4	-6	-10	-4	-4	1.5	-6	14	-3
Cc1nc(C)c(C(=O)N/N=C/c2ccco2)s1	17	-6	4	-3	-3	7	-1.9	2	-17	-6
Cc1cccc(OCC(=O)OC2CCN(C)CC2)c1	6	-2	-3	6	1	6	-0.5	.	-6	4
O=C(CN(c1ccc(F)cc1)S(=O)(=O)c1ccc2c(c1)OCCO2)N1CCOCC1	14	-18	4	11	2	-5	-2.7	-2	-14	4
CCN(C(=O)CN1CCN(c2ccccc2OC)CC1)c1c(N)n(Cc2ccccc2)c(=O)[nH]c1=O	25	-20	-4	-2	-1	3	0.7	7	-25	5
Cc1ccc(-c2noc(/C=C/c3ccccc3)n2)cc1	11	2	68	9	5	0	-1.2	.	-11	3
Cc1cccc(C(=O)NCC(=O)OCC(=O)N2CCN(S(=O)(=O)c3ccc(C)cc3C)CC2)c1	0	6	4	11	-1	-7	0.7	-4	0	-4
Nc1nonc1-n1nnc(C(=O)N/N=C/c2ccc(OCc3ccccc3)cc2)c1CN1CCCCC1	-49	0	15	-5	-3	0	2.4	6	49	4
CCc1nnc(NC(=O)C2CCN(c3nccc(C)n3)CC2)s1	21	-8	.	11	-1	6	0.0	25	-21	-3
O=C(COC(=O)/C=C/c1ccccc1[N+](=O)[O-])NCc1ccco1	8	-18	-15	14	-1	-1	-2.7	-2	-8	10
O=c1[nH]c(CSc2ccccc2)nc2c1oc1ccccc12	.	-9	-4	-4	3	0	-1.7	0	.	0
CN(CC(=O)Nc1ccc(N2CCOCC2)cc1)CC(=O)Nc1ccc(C(F)(F)F)cc1	-27	-13	-6	5	-1	0	1.7	0	27	-14
O=C(Cn1c(=O)oc2ccccc21)Nc1nc(-c2ccccc2)cs1	18	6	2	.	2	3	5.1	.	-18	-1
CCN1CCC(O)(/C=C/c2ccc(C)cc2)C(C(=O)/C=C/c2ccc(C)cc2)C1 (stereo not drawn)	-25	3	-76	4	3	-7	-0.2	-3	25	15
O=C(c1ccc2c(=O)n(Cc3ccc(Cl)cc3)c(=S)[nH]c2c1)N1CCOCC1	19	-6	-30	-1	3	-4	-0.4	-5	-19	-4
CCOC(=O)C1CCN(C(=O)c2cc(S(=O)(=O)N3CCc4ccccc43)ccc2OC)CC1	-15	-9	2	5	0	-4	0.8	1	15	-3
Cc1ccc(S(=O)(=O)N2CCN(C(=O)CN3C(=O)NC4(CCOc5ccccc54)C3=O)CC2)cc1 (stereo not drawn)	26	-12	2	-1	3	-2	-0.2	-9	-26	0
COCc1ccc(-c2c(-c3ccsc3)sc3ccccc23)cc1	-59	-15	5	1	4	0	-0.4	3	59	-6
O=C(CN1C(=O)C(c2ccccc2)Oc2cccnc21)NCc1ccccc1F (stereo not drawn)	-7	-12	-5	-1	0	-2	0.3	4	7	-4
Cn1c(=O)[nH]c(=O)c2c1nc(Br)n2CC(O)COc1ccc(Cl)cc1 (stereo not drawn)	17	-10	2	.	0	8	-0.7	-2	-17	-7
Cc1cc(C)n(CCN(C)C(=O)CCc2nnc(-c3ccc4c(c3)OCO4)o2)n1	7	1	3	-8	2	-9	-0.5	0	-7	4
CN(CC(=O)Nc1ccc(Cl)cc1)CC(=O)Nc1ccc(C(N)=O)cc1	-15	-7	-6	0	-4	-1	-1.1	0	15	-7
CC(C)c1ccc(CNNC(=O)c2ccccc2)cc1	-4	5	70	-4	3	-13	0.9	26	4	-4
C/C(=N\NC(=O)c1ccccc1)c1nc2ccccc2n1C	3	-5	5	-6	1	-1	-2.4	.	-3	-8
CCOC(=O)c1c(C)oc2c1c(C(c1cccnc1)N1CCCCC1)c(O)c1ccccc12 (stereo not drawn)	5	-10	77	6	0	0	0.2	.	-5	-6
Cc1oc(-c2cccc(Cl)c2)nc1CS(=O)(=O)CC(=O)NCCN1CCCC1	6	-21	.	34	2	5	0.8	-2	-6	12
Cc1ccc(NC(=O)NC2CCCCC2)cc1S(=O)(=O)N1CCOCC1	-10	2	-17	1	-2	4	-0.8	-2	10	1
CCOC(=O)CCCNC(=O)COC(=O)c1cccc(C)c1O	11	-5	-2	-7	2	3	1.3	.	-11	3
O=C1CCC(C(=O)OCC(=O)N2N=C3/C(=C/c4ccccc4)CCCC3C2c2ccccc2)N1 (stereo not drawn)	44	-6	-16	3	-2	2	-2.2	-2	-44	-16
